5HT1E antag: antagonists of human 5-HT1E serotonin receptor; CHO 5-HT1E Ga15 NFAT-bla reporter, FRET, antagonist; AID 571; 65,000 tested, 0.99% active; inhibition, % at 6 µM;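 active = inhibition above a set limit, the mean inhibition across every tested compound plus 3 SD, cut at about 29% in these data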;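 also: signal is the 460 over 535 nm emission ratio of beta-lactamase substrate; 0% = agonist plus DMSO wells and 100% = wells without agonist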
Target sequence (P28566 whole entry, looked up): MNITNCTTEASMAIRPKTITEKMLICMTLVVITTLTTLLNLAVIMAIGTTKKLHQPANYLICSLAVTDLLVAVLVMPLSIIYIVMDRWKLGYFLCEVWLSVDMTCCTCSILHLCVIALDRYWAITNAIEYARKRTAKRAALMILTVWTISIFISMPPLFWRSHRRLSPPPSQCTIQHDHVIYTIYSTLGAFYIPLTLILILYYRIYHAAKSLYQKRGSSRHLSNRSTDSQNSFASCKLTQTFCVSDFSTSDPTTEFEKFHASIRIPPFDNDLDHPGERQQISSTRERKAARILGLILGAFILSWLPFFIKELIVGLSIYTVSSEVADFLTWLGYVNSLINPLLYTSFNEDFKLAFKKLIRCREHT
Jurkat tox 60K: cytotoxicity toward Jurkat cells; 56,000 tested, 1.2% active; inhibition, % at 4 µM; Jurkat E6.1 viability, ATP luminescence, 48 h;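 active = inhibition above the mean inhibition of all tested compounds plus 3 SD, cut at about 28% in these data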
5-HT1A blocker: 5-HT1a (human) receptor antagonism | 62,000 tested, 0.68% active | inhibition, % at 10 µM | P08908 | CHO 5-HT1a Ga15 NFAT-bla reporter, antagonist mode | AID 612;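 active = inhibition above the mean of all tested compounds plus 3 SD, cut at about 43% in these data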;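 also: receptor stimulated by 5-CT agonist at 100 nM near EC80; beta-lactamase reporter measured by ratiometric fluorescence of a cleavable substrate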
M1 ag: M1 muscarinic receptor agonism. CHO-M1 cells, Fluo-4 calcium fluorescence, agonist mode; hits give high values. B-score at 10 µM. 64,000 tested, 3% active. AID 626;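 active = fluorescence rise, raw or as B-score row- and column-corrected plate score, outside the 99.7% band of its plate's samples, either direction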
HTR1E agonist: activates the human 5-HT1E serotonin receptor; CHO 5-HT1E Ga15 NFAT-bla reporter, FRET; 0% DMSO wells, 100% control agonist wells; activation, % at 6 µM; 65,000 tested, 0.69% active; AID 574;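 active = activation above a set limit, the screen-wide mean activation plus 3 SD, cut at about 8.5% in these data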;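 also: 100% = positive control agonist at 1 µM giving full maximal response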
S1P3 ag: S1P3 (human) receptor agonism; S1P3 NFAT-BLA reporter cells, FRET ratio; relative to 1 µM S1P, basal subtracted; AID 373; 60,000 tested, 0.1% active; activation, % at 4.5 µM;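 active = activation above the screen-wide mean plus 3 SD, cut at about 4.5% in these data, passing the limit was not always enough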; also: some compounds called inactive have numbers as strong as hits
Target sequence (Q99500 whole entry, looked up): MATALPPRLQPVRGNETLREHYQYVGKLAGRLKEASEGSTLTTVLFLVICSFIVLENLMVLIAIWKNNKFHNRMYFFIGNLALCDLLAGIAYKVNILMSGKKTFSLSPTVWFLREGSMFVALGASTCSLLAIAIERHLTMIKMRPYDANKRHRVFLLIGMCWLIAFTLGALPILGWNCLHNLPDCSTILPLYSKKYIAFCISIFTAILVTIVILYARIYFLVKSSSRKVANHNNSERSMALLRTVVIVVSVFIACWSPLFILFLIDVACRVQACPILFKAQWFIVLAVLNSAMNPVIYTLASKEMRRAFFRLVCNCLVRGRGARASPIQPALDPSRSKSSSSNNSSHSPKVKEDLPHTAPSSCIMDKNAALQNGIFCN
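Assay system: CHO cells stably expressing human S1P3, Gα16 and NFAT-β-lactamase reporter. Timing: overnight plating, 4 h compound 37 °C, 2 h substrate RT. Signal: β-lactamase FRET emission ratio 460/535 nm. Measure: percent activation versus median 1 µM S1P response, basal-subtracted, per plate. Repeats: primary screen single test, confirmation screen in triplicate.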
S1P1 ag-PAM: agonists and agonism potentiators of human S1P1 receptor; activation, % at 9.5 µM; P21453; 56,000 tested, 0.57% active; S1P1 CRE-bla cells, forskolin, beta-lactamase FRET, potentiator mode; S1P1 agonist co-added at EC20, 2 nM; 100% = saturating reference agonist, 0% = basal;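 active = activation above a cutoff set at the mean activation of all tested compounds plus 3 SD, cut at about 54% in these data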;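 also: forskolin at 4 µM as EC80 and the EC20 agonist is SEW2871; 100% = SEW2871 at its EC100 plus forskolin at EC80; some compounds past the cut are filed as inactive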
M1 antag: antagonists of rat M1 muscarinic receptor; CHO-M1 cells, Fluo-4 calcium, ACh EC80 antagonist mode; hits give low values; B-score at 10 µM; 64,000 tested, 3.4% active;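 active = calcium fluorescence response, raw or row-and-column corrected B-score, differing from the plate sample mean either way at a set confidence level, mostly lower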
HTR1A agonist: activates the human 5-HT1a serotonin receptor; 65,000 tested, 0.56% active; CHO 5-HT1a Ga15 NFAT-bla reporter, FRET ratio; 0% basal, 100% maximal reference agonist; activation, % at 10 µM;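 active = activation above the screen-wide mean activation plus 3 SD, cut at about 19% in these data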;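 also: 0% = DMSO wells and 100% = 5-CT at EC100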
An asterisk follows results filed as active; . = not tested or not shown. This is a random part of the collection. About 8.9% of those tested had a hit in this group.

no.	compound	S1P3 ag	HTR1A agonist	M1 ag	S1P1 ag-PAM	M1 antag	5HT1E antag	5-HT1A blocker	HTR1E agonist	Jurkat tox 60K
1	CCOc1ccc(N2C(=O)CC(N3CCN(C(=O)CN4CCCC4)CC3)C2=O)cc1 (configuration not stated)	-1.0	1.7	-0.0029	-8	0.63	9	-13	-1.1	6
2	Cn1c2c(c(=O)n(C)c1=O)CN(CC1CCCO1)CN2 (configuration not stated)	-0.8	-2.4	-0.77	2	0.49	-2	3	-0.2	-8
3	CCOc1ccc(Cc2nnc(N)s2)cc1OCC	-1.3	-0.3	-0.14	-5	0.35	8	8	0.0	-1
4	CCOC(=O)CCNc1n[nH]c(=O)[nH]c1=O	-0.2	-2.8	-0.077	-14	0.072	-16	.	0.0	.
5	C=CCn1c(N)c(S(=O)(=O)c2cccs2)c2nc3ccccc3nc21	-0.5	-0.3	1.9	-6	0.046	18	23	0.2	6
6	Cn1c(NCC(O)c2ccccc2)nc2c1c(=O)n(Cc1ccc(Cl)c(Cl)c1)c(=O)n2C (configuration not stated)	-1.5	4.8	0.32	-4	0.19	-11	.	1.7	.
7	CC(NC(=O)COc1ccccc1)C(c1ccccc1)N1CCN(C)CC1 (configuration not stated)	.	-1.9	-0.017	.	-0.91	-6	13	-1.2	.
8	COc1cccc(C2=NOC(C(=O)Nc3ccc(C(C)=O)cc3)C2)c1 (configuration not stated)	0.8	-2.1	0.35	10	-0.66	-5	4	0.1	-4
9	NC(=O)NC(=O)CSc1cccc(C(F)(F)F)c1	0.3	-2.7	-0.28	2	0.41	-3	-2	-0.3	4
10	CCOC(=O)COn1c(=O)c(=O)n(O)c2ccccc21	-1.1	-0.1	0.4	.	-0.72	-8	8	0.5	-2
11	C=CCOc1ccc(C2/C(=C(\O)c3ccc(F)cc3)C(=O)C(=O)N2CCCN(C)C)cc1 (configuration not stated)	-4.3	0.6	0.61	6	-0.016	1	.	-0.3	.
12	C(=N\n1cnnc1)/c1cn(Cc2ccccc2)c2ccccc12	0.5	0.2	-0.0015	-14	-0.016	-3	11	0.8	5
13	O=C(Cn1cnc2ccccc2c1=O)NCCC(=O)N1CCN(Cc2ccccc2)CC1	-0.8	-2.3	1.5	6	-0.2	-2	-2	-1.1	4
14	Cn1c(SCc2ccc(F)cc2)nnc1-c1ccccn1	-0.2	-5.0	-0.56	0	0.22	-2	-9	0.8	-4
15	CCOC(=O)N1CCC(Nc2c(Nc3ccc(C)c(C)c3)c(=O)c2=O)CC1	-0.4	-4.3	0.11	-7	-1.3	-2	18	0.3	-8
16	CC(=O)c1ccc(OCC(C)C)c(CC(C(N)=O)C(N)=O)c1	-0.6	-2.8	-0.009	-22	-0.61	-6	1	-0.8	-3
17	CC1CCCCN1S(=O)(=O)c1ccc(NC(=O)CSc2nnnn2C)cc1 (configuration not stated)	-1.0	-2.1	-1.5	-4	0.052	6	-2	-0.7	0
18	Cc1ccccc1-n1c(Cn2c(=O)sc3ccccc32)nnc1SC(C)C	-0.5	0.3	1.6	6	0.26	7	20	0.4	2
19	Cc1cccc(NC(=O)CN2CCCN(S(=O)(=O)c3ccc(Br)s3)CC2)c1	-1.4	-3.4	1.1	11	-0.83	13	26	-1.0	-2
20	Cc1ccc(-c2nc(C)sc2CC(=O)NCc2ccco2)cc1	-0.2	-1.0	0.022	0	0.44	7	4	0.2	1

Part of the list above in order of molecular weight, low to high:
no.	compound	S1P3 ag	HTR1A agonist	M1 ag	S1P1 ag-PAM	M1 antag	5HT1E antag	5-HT1A blocker	HTR1E agonist	Jurkat tox 60K
10	CCOC(=O)COn1c(=O)c(=O)n(O)c2ccccc21	-1.1	-0.1	0.4	.	-0.72	-8	8	0.5	-2
16	CC(=O)c1ccc(OCC(C)C)c(CC(C(N)=O)C(N)=O)c1	-0.6	-2.8	-0.009	-22	-0.61	-6	1	-0.8	-3
5	C=CCn1c(N)c(S(=O)(=O)c2cccs2)c2nc3ccccc3nc21	-0.5	-0.3	1.9	-6	0.046	18	23	0.2	6
1	CCOc1ccc(N2C(=O)CC(N3CCN(C(=O)CN4CCCC4)CC3)C2=O)cc1 (configuration not stated)	-1.0	1.7	-0.0029	-8	0.63	9	-13	-1.1	6

Further records follow:
no.	compound	S1P3 ag	HTR1A agonist	M1 ag	S1P1 ag-PAM	M1 antag	5HT1E antag	5-HT1A blocker	HTR1E agonist	Jurkat tox 60K
21	CCS(=O)(=O)NCc1ccc2[nH]c3c(c2c1)CCCC3	-1.1	-1.6	0.74	2	0.94	-5	12	-0.1	-9
22	CCCOC(=O)CC1C(=O)NCCN1Cc1ccc(F)cc1 (configuration not stated)	0.3	1.2	0.43	-20	-0.36	-5	0	0.3	-5
23	Cc1nnc(NCc2n[nH]c(=O)c3ccccc23)c2ccccc12	-1.4	2.4	0.0043	-5	0.21	-8	.	-1.2	.
24	COC(=O)c1cccc(S(=O)(=O)N(Cc2ccco2)Cc2cc3ccc(OC)cc3[nH]c2=O)c1	0.3	3.4	0.49	-2	-0.29	1	-4	0.5	2
25	O=C(c1ccc(Br)o1)N(c1ccc(Br)cc1)C1C=CS(=O)(=O)C1 (configuration not stated)	0.3	-1.3	-0.16	-9	0.099	-4	-19	0.2	8
26	O=C1CC(O)(C(F)F)Oc2ccc3ccccc3c21 (configuration not stated)	-0.7	-3.2	-0.78	15	-2.6*	2	6	0.4	1
27	CC(C)(C)NC(=O)NC(=O)COC(=O)CNC(=O)c1cccc(F)c1	-0.2	-0.4	-0.33	-2	-0.063	-2	-6	0.6	-1
28	Cc1ccc(-c2cc(C(F)(F)F)n3ncc(C(=O)O)c3n2)cc1	-0.6	-1.2	-0.22	-12	-0.28	-1	-12	0.2	-5
29	NC(=O)c1cc(S(=O)(=O)NC2CCCCC2)co1	0.0	-1.4	-0.42	-15	-0.073	-10	2	0.1	-1
30	COc1ccc(NC(=O)Nc2cccc(OC)c2)cc1	-0.6	-0.5	0.95	-12	0.45	3	15	-0.1	3
31	CC(C)C[C@H](NC(=O)OC(C)(C)C)c1nnc(SCc2cccc(F)c2)o1	4.5	-0.8	0.7	2	-1.6	-2	-1	1.3	4
32	COc1cc2c(cc1OC)C1=C(C#N)CC/C(=N\S(=O)(=O)c3ccccc3)N1CC2	2.3	2.6	1.6	-34	-0.019	66*	5	1.2	-5
33	Cc1nn2c(N3CCN(C(=O)c4ccco4)CC3)cc(C(C)(C)C)nc2c1-c1ccccc1	0.0	-0.7	-0.1	8	-0.44	-6	-9	0.1	0
34	Cc1onc(-c2c(F)cccc2Cl)c1C(=O)OCn1nnc2ccccc2c1=O	-4.2	2.5	0.08	8	-2.2	2	22	-1.0	12
35	COC(=O)c1cc(-c2c(C)oc3cc(OC)ccc3c2=O)c(C)o1	0.4	1.4	-1	-14	0.058	-12	-8	0.3	-2
36	Cc1ccc2cc3c(NC(=O)c4ccco4)nn(CC(C)C)c3nc2c1	1.9	11	-0.28	-13	-0.6	6	-17	3.4	-8
37	Cc1ccc(NC(=O)NC(=O)N(c2ccccc2)S(C)(=O)=O)cc1	0.5	-2.7	0.35	-8	0.46	-6	-3	-1.2	-3
38	COC(=O)c1cc(C(=O)OC)cc(S(=O)(=O)Nc2ccc(Cl)c(N)c2)c1	-0.2	4.7	0.00042	3	0.52	-1	-15	-0.5	-6
39	COc1ccc(S(=O)(=O)N2CCC(C(=O)N3CCCC3)CC2)cc1Cl	-0.4	-2.4	-0.53	0	-0.34	-5	-19	0.1	1
40	CCN(CC)C(=O)CCCOc1ccc(Cl)cc1Cl	-0.8	2.1	0.32	.	0.16	-14	-1	0.4	3
41	CSCCC(NC=C1C(=O)OC(C)(C)OC1=O)C(=O)O (configuration not stated)	-0.1	-1.2	-0.41	-15	0.2	-2	-10	-0.7	-3
42	CC1CCCN(c2nc3c(c(=O)[nH]c(=O)n3C)n2CCSc2nc3ccccc3o2)C1 (configuration not stated)	-1.2	0.4	-0.48	8	-0.63	-1	-5	0.2	-3
43	Nn1c(Cc2cccc3ccccc23)nnc1SCC(=O)NC1CCS(=O)(=O)C1 (configuration not stated)	-0.6	-3.5	-0.38	5	-0.0077	1	8	-1.0	-8
44	O=c1n(-c2ccccc2)c(=O)n2n1CCCC2	-0.1	0.6	0.97	-13	-0.58	-1	-10	-0.8	-5
45	Cc1nnc(NC(=O)CSc2nnc(Cc3cccn3C)n2C)s1	-0.1	0.4	0.33	-28	1.1	-6	2	0.4	-9
46	NC(=O)c1ccccc1NC(=O)CCc1ccccc1	-0.6	0.2	-0.076	-1	0.4	-4	3	1.8	-2
47	O=c1c2ccccc2sn1-c1cc(S(=O)(=O)N2CCOCC2)ccc1N1CCOCC1	0.3	0.4	-0.22	4	-0.36	-13	7	0.2	1
48	Cc1cc(N2C(=O)CCC2=O)n(-c2ccccc2)n1	0.1	0.9	0	.	1.6	-10	6	-0.2	10
49	O=C(NCC1COc2ccccc2O1)C1CCCN(S(=O)(=O)c2cnc[nH]2)C1 (configuration not stated)	-0.6	0.7	0.13	1	-0.35	11	8	-0.8	1
50	Cc1ccc(-c2cc3nc4c(c(=O)n3[nH]2)CCCC4)cc1	0.0	-1.4	0.4	.	0.69	0	13	0.1	2
51	COc1ccc(CC(=O)c2ccc(O)cc2O)cc1OC	-0.7	-2.0	-0.17	.	-0.12	12	1	-0.1	14
52	Cc1ccc(S(=O)(=O)c2nc(-c3ccccc3)oc2NCCN2CCOCC2)cc1	-0.8	0.3	0.34	-10	0.28	-6	-17	0.0	6
53	O=C(c1ccco1)N(CCCN1CCOCC1)c1nc(-c2ccc(Cl)cc2)cs1	-1.7	-3.1	-0.6	11	-0.066	12	48*	-0.7	12
54	CCC(=O)Nc1cc(C)c(NC(=O)CCc2ccccc2)cn1	0.1	0.4	-2.3	6	0.008	4	-13	-0.1	1
55	CCc1nnc(NC(=O)CCC(=O)N2CCN(CCOc3ccc(C)cc3)CC2)s1	-0.6	1.0	5.1*	-10	-0.41	-9	-10	0.3	19
56	Cn1c(-c2ccc(CN3CCCCC3)o2)nc2ccccc21	0.3	-2.8	0.011	13	-0.51	3	5	0.2	-3
57	CCCCN1C(=O)C2C(c3ccc(OC)cc3O)NC(CC(C)C)(C(=O)O)C2C1=O (configuration not stated)	0.7	-2.0	-0.52	-24	1.3	-12	-15	-0.3	1
58	COCCCNC(=O)c1cn(C)c(=O)c2cc(OC)c(OC)cc12	.	0.1	0.31	.	-0.3	9	13	0.2	.
59	COc1ccc(-n2c(N)c(-c3nc4ccccc4n3C)sc2=S)cc1	.	-4.4	0.17	.	0.11	10	2	-1.3	.
60	COc1ccc(OC)c(NC(=O)C2CCCN(S(=O)(=O)c3cccc4nsnc34)C2)c1 (configuration not stated)	0.5	2.2	0.043	-9	0.038	-2	-5	0.3	2
61	O=C(Nc1nnc(-c2cccs2)o1)c1cccc(Oc2ccccc2)c1	-1.1	-1.1	0.12	-8	-0.59	16	0	0.7	10

Fetched one by one from above:
no.	compound	S1P3 ag	HTR1A agonist	M1 ag	S1P1 ag-PAM	M1 antag	5HT1E antag	5-HT1A blocker	HTR1E agonist	Jurkat tox 60K
17	CC1CCCCN1S(=O)(=O)c1ccc(NC(=O)CSc2nnnn2C)cc1 (configuration not stated)	-1.0	-2.1	-1.5	-4	0.052	6	-2	-0.7	0
51	COc1ccc(CC(=O)c2ccc(O)cc2O)cc1OC	-0.7	-2.0	-0.17	.	-0.12	12	1	-0.1	14

High-throughput results from PubChem.
